# Fam108B counter: counter-screen for RBBP9 inhibitors: inhibitors of mouse Fam108B | AID 1947 | actives 0.33% (n = 300,000) | inhibition, % at 9.51 µM | recombinant Fam108B, FP-Rh probe fluorescence polarization;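 active means inhibition above the screen mean inhibition plus 3 SD, computed separately per campaign, cut at about 18% in these data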;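 further: inhibitors lower polarization as less probe binds the enzyme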
# Bcl-xL primary: inhibitors of human Bcl-xL; Q07817; GST-Bcl-xL / FITC-Bim BH3 peptide fluorescence polarization; inhibition, % at 10.9 µM; actives 0.7% (n = 320,000); AID 2129;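 active means inhibition above the mean of all tested compounds plus 3 SD, cutoff set per campaign, cut at about 30% in these data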;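 further: 0% = DMSO wells and 100% = unlabeled Bim-BH3 peptide competitor; inhibitors lower millipolarization by displacing the labeled peptide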
# Target sequence (Q07817 whole entry, looked up): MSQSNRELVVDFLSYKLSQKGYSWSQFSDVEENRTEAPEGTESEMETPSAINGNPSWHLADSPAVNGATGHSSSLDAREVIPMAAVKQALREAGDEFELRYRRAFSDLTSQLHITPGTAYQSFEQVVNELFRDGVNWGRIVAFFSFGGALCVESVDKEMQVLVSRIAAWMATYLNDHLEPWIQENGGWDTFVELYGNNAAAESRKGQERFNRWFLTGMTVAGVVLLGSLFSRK
# CIT2 TOR yeast: modulators of TOR pathway CIT2-GFP in S. cerevisiae; S. cerevisiae CIT2-GFP strain, flow cytometry, 3 h; 100 means same as DMSO wells; AID 2029; GFP response vs DMSO, % at 10 µM; actives 0.065% (n = 320,000);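 active means GFP response relative to DMSO above a set limit, near the screen mean plus 3 SD, cut at about 150% in these data; inconclusive means Fewer than 70 cells measured for a yeast strain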;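 further: ratio of well median GFP fluorescence to mean of DMSO wells on the plate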
# VLA-4 inh: inhibition in a human VLA-4 binding assay; AID 2557; actives 0.2% (n = 330,000); VLA-4 expressing cells, ligand binding flow cytometry; P13612; inhibition, % (about 7 µM as worked out from the volumes in the protocol); in the data active means inhibition above about 50%
# GRK2 inh: blocks RNA aptamer binding to human GRK2; inhibition of aptamer binding, % at 10 µM; bead flow cytometry, FAM-aptamer displacement from GRK2; P25098; actives 0.59% (n = 330,000);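 active means inhibition of aptamer binding above 40%, roughly 3 SD of noise, on plates passing a quality check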;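 further: median bead fluorescence of bound FAM aptamer so fluorescent compounds give negative values; no value below 0 was filed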
# AGP1 TOR yeast: alters AGP1-GFP fluorescence in TOR pathway yeast screen; S. cerevisiae AGP1-GFP multiplex flow cytometry, 3 h; GFP as percent of DMSO wells; GFP response vs DMSO, % at 10 µM; actives 0.02% (n = 320,000);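 active means GFP response relative to DMSO above a set limit, near screen average plus 3 SD, cut at about 150% in these data; inconclusive means fewer than 70 cells counted for the yeast strain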;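 further: median GFP channel fluorescence of the gated AGP1 strain per well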
# GLD-1 RNA inh: GLD-1-TGE RNA interaction inhibition (C. elegans) | Q17339 | purified GLD-1 + fluorescein TGE RNA, fluorescence polarization | inhibition, % at 5.96 µM | actives 0.44% (n = 320,000) | AID 2280;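 active means percent inhibition above a per-plate cutoff, the plate mean of test compounds plus 3 SD, cut at about 30% in these data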;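 further: 0% = DMSO wells with GLD-1 and probe and 100% = wells lacking GLD-1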
# Target sequence (Q17339 whole entry, looked up): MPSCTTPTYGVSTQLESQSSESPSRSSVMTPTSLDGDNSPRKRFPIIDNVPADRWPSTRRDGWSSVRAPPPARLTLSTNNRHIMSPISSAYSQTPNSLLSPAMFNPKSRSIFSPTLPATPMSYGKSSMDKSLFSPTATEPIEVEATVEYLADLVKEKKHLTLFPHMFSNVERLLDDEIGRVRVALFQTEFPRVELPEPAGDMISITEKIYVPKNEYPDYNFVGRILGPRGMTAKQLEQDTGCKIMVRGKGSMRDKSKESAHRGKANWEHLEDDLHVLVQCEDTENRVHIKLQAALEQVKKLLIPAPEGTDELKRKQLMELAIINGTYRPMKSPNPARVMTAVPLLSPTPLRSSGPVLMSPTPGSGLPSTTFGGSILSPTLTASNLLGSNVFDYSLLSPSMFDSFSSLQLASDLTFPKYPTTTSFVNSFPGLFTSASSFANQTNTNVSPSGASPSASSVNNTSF
# MEX-5 binding: C. elegans MEX-5 TCR-2 RNA binding activity | MEX-5/FITC-TCR2 RNA binding, fluorescence polarization; stronger effect = lower value | activity score (negative = inhibition of binding), % at 10 µM | actives 0.38% (n = 300,000) | Q9XUB2 | AID 1832;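 active means inhibition past about -25% in most replicates, and total fluorescence under double the plate's negative control median, limit read from the data; inconclusive means replicates evenly split on the limit, or fluorescence at least double controls; inactive means too little inhibition in most replicates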;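 further: 0% = DMSO and -100% = 5 µM competing unlabeled TCR2 RNA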
# MCL1-BIM inh: MCL1-BIM-BH3 interaction inhibition (human). Q07820. GST-MCL1 / FITC-Bim-BH3 fluorescence polarization. inhibition, % at 10.9 µM. actives 0.68% (n = 320,000). AID 2057;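 active means inhibition above the mean inhibition of all tested compounds plus 3 SD, set per campaign, cut at about 40% in these data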;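 further: 0% = DMSO wells and 100% = unlabeled Bim-BH3 peptide control; higher means more loss of mP so more displacement of Bim peptide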
# An asterisk follows results filed as active; ? = inconclusive; / = no result given; [ ] = another dose, or the depositor's remark. Outcome played no part in choosing rows. Share with any hit: about 2.2%.
SMILES,Fam108B counter,Bcl-xL primary,CIT2 TOR yeast,VLA-4 inh,GRK2 inh,AGP1 TOR yeast,GLD-1 RNA inh,MEX-5 binding,MCL1-BIM inh
Cn1cc(CC(=O)N2CCN(c3ccc(Cl)cc3)CC2)c2ccccc21,-2,9,100,4,4,104,1,3.6,-10
CCOC(=O)C1CCN(S(=O)(=O)c2c(C)[nH]c(C)c2C(=O)N2CCCC2)CC1,3,7,102,8,0,89,7,0.2,3
CCCOc1ccc(/C=C/c2c([N+](=O)[O-])c(=O)n(C)c(=O)n2C)cc1,2,10,107,10,0,102,5,-0.1,11
Cc1c(C)c(C)c2[nH]c(=S)[nH]c2c1C,-4,-44,95,7,0,94,-8,-1.7,-26
C=C(C)C1CC=C(C)/C(=N/NC(=O)COc2ccc(Cl)cc2)C1 (centres undefined),-1,2,102,3,0,101,-1,0.1,-3
CCn1cc(C(=O)N[C@H](C(=O)NC(C)(C)CO)C(C)C)c(=O)c2cc3c(cc21)OCO3,1,8,109,9,6,102,1,-0.3,6
CC(C)(C)n1cnc2cc(NS(=O)(=O)c3ccccc3)ccc21,-1,2,102,-4,4,102,2,0.9,3
O=C(NNC(=O)c1cccc([N+](=O)[O-])c1)c1ccncc1,1,0,108,-4,0,112,-2,-3.4,-1
CCc1ccc(NC(=O)c2ccc(NC3=NC4CS(=O)(=O)CC4S3)cc2)cc1 (centres undefined),1,-7,108,4,4,98,-8,-0.7,-8
CC1CCN(C(=O)CSc2nnc(Cc3cc(=O)[nH]c(=O)[nH]3)n2-c2ccc(Cl)cc2)CC1,-5,4,93,-59,0,103,7,-14,-1
S=C(N/N=C/c1ccc(Cl)cc1)N1CCOCC1,4,0,98,32,1,97,0,/,0
C=CCn1c(SCC(=O)NC2CCCCC2)nc2ccccc2c1=O,5,5,102,2,3,105,-4,-0.4,5

# Whole records as entered above.
# CC(C)(C)n1cnc2cc(NS(=O)(=O)c3ccccc3)ccc21 in the list: Fam108B counter: -1; Bcl-xL primary: 2; CIT2 TOR yeast: 102; VLA-4 inh: -4; GRK2 inh: 4; AGP1 TOR yeast: 102; GLD-1 RNA inh: 2; MEX-5 binding: 0.9; MCL1-BIM inh: 3
# S=C(N/N=C/c1ccc(Cl)cc1)N1CCOCC1 in the list: Fam108B counter: 4; Bcl-xL primary: 0; CIT2 TOR yeast: 98; VLA-4 inh: 32; GRK2 inh: 1; AGP1 TOR yeast: 97; GLD-1 RNA inh: 0; MEX-5 binding: /; MCL1-BIM inh: 0

# (continued)
SMILES,Fam108B counter,Bcl-xL primary,CIT2 TOR yeast,VLA-4 inh,GRK2 inh,AGP1 TOR yeast,GLD-1 RNA inh,MEX-5 binding,MCL1-BIM inh
Cc1cccc(C)c1NC(=O)CN(C)C(=O)CC1Sc2ccccc2NC1=O (centres undefined),3,-3,103,5,0,103,7,1.3,-4
COc1ccc(C(=O)NCCCOc2cccc(NC(C)=O)c2)cc1,-4,5,117,1,0,125,-4,1.3,0
CC(C)C(=O)Nc1ccc(C(=O)NC2CCSC2=O)cc1 (centres undefined),-3,2,103,7,0,102,-4,1.5,-1
O=C(CN1C(=O)NC2(CCOc3ccccc32)C1=O)c1ccc(Cl)cc1 (centres undefined),-1,4,94,3,4,104,5,-3.3,-1
CN1/C(=C\C=O)C(C)(C)c2ccccc21,-7,9,93,-380,0,97,4,3.8,5
O=c1nc2n(c3cc(Cl)c(S(=O)(=O)N4CCOCC4)cc13)CCCCC2,0,-2,95,16,1,98,-3,-0.2,-9
Cc1ccc(C(=O)O)cc1NC(=O)c1cccs1,-2,-1,92,21,0,107,-1,1.7,1
Cc1cccc(OCC(=O)NCCNC(=O)c2ccco2)c1,-1,3,107,-1,2,110,-2,0.8,0
C=CCn1c(CC(=O)Nc2ccc(C)cc2C)nnc1SCC(=O)N1CCOCC1,4,-2,115[may fluoresce green],-5,1,117[may fluoresce green],5,0.8,7
O=C(NC(=S)NC1CCSC1=O)c1cccs1 (centres undefined),2,3,103,0,0,101,5,-0.6,4
Cc1nc2ccc(NS(=O)(=O)c3c(F)cc(F)cc3Br)cc2s1,/,0,85,1,0,101,-2,/,2
NC(=O)C1(N2CCCCC2)CCN(Cc2ccc(Br)cc2)CC1,-2,-2,96,5,0,98,3,1.3,0
CC1CCN(C(=O)CN(c2cccc(F)c2)S(C)(=O)=O)CC1,-1,4,104,-9,0,99,2,4.0,6
COC(C(=O)Nc1ccc(S(=O)(=O)Nc2ccc(C)c(C)c2)cc1)c1ccccc1 (centres undefined),-1,4,83,0,1,82,5,-3.2,13
CCCc1ncc(C(=O)c2ccc(OC)cc2)n1C,-3,-1,86,-2,0,117,3,1.3,2
COCCNC(=O)Cn1cc(/C=N/NC(=O)c2ccc(Oc3ccc(O)cc3)cc2)c2ccccc21,5,-1,104,6,0,114,3,-1.3,3
Cc1ccc(Cn2c(C(C)Nc3nc(-c4ccc(Cl)c([N+](=O)[O-])c4)cs3)nc3cc(C(F)(F)F)ccc32)cc1 (centres undefined),-6,0,93,-11,0,95,6,1.0,1
COc1ccc(C(=O)NCC(=O)n2nc(C)cc2C)cc1OC,-7,0,/,16,0,93,3,-1.7,0
Cc1nc(C#N)c(N/N=C/c2c(F)cccc2Cl)o1,-3,7,91,22,0,98,1,1.9,3
CC(C)n1c(SCC(=O)Nc2ccc3c(c2)OCO3)nc2c1c(=O)n(C)c(=O)n2C,1,6,102,9,1,99,5,-2.8,3
O=C(Nc1ncc2c(n1)-c1ccccc1OC2)c1ccc(Cl)cc1Cl,0,11,99,15,0,100,9,-1.1,6
CCc1cc2c(cc(C(=O)O)n2C)s1,-9,4,73,0,0,58,3,2.7,3
CCOC(=O)CSc1nnc(-c2ccc(OC)cc2OC)o1,3,4,95,12,0,92,10,-0.3,0
CCOC(=O)C(C)Oc1ccc2c(C)cc(=O)oc2c1C(C)=O (centres undefined),-1,3,102,6,1,100,0,-3.4,5
O=C(COC(=O)/C=C/c1cccs1)Nc1cccc(S(=O)(=O)N2CCOCC2)c1,0,-4,97,-8,0,107,1,0.7,2
COCCn1c(SCCCc2ccccc2)nc2c1c(=O)[nH]c(=O)n2C,7,0,92,14,3,90,-7,0.6,3
CCc1nnc(NC(=O)c2ccc(S(=O)(=O)NC3CCCCC3)cc2)s1,2,-2,105,11,0,107,1,-4.3,-4
CC(=O)c1cccc(N(C(=O)c2ccco2)C(C(=O)NC2CCCC2)c2cccs2)c1 (centres undefined),3,2,103,-4,1,101,-2,-1.7,-1
O=C(CSCc1cc(=O)[nH][nH]1)Nc1ccc(F)cc1,2,4,99,16,1,101,-3,0.0,10
COC(=O)n1c(=O)oc2cc(S(=O)(=O)N3CCOCC3)ccc21,-1,2,102,4,2,103,9,0.3,-1
O=[N+]([O-])c1ccc(S(=O)(=O)CC(CN2CCCCC2)N2CCCCC2)cc1 (centres undefined),-1,2,75,33,0,84,4,-0.4,2
N=c1c(C(=O)NC2CCCCC2)cc2c(=O)n3ccccc3nc2n1Cc1cccnc1,1,8,?,-2,0,?,2,-35*,7
O=C(NCc1ccncc1)C(=O)NCC1OCCN1S(=O)(=O)c1ccc(Br)cc1 (centres undefined),-2,1,102,-8,0,98,1,0.5,-1
NC(=O)C1CCN(C(=O)C23CC4CC(CC(C4)C2)C3)CC1,-2,2,104,4,0,99,-1,0.1,-4
Cc1cc(C(=O)N/N=C/c2ccc(C)o2)c2ccccc2n1,11,4,108,9,3,109,1,-0.8,23
CCOC(=O)[C@@H]1[C@H]2COc3cc(OC)ccc3[C@@H]2N2C(=O)N(c3ccc(OC)cc3)C(=O)[C@]12C,-3,8,75,-5,0,83,2,0.6,8
O=C(NC1CCCC1)C1CCCN1C(=O)Oc1ccccc1 (centres undefined),2,7,96,4,1,87,0,2.3,6
COc1ccc(C(=O)CSc2nnc(-c3ccco3)n2CC2CCCO2)cc1 (centres undefined),6,-4,102,4,3,109,-5,3.1,4
O=C1C=C(O)c2c(O)cc(O)c(O)c2C1=O,16,27,89,3,4,94,7,-100*,95*
COc1ccccc1CCNC(=O)C1CCC(=O)N(Cc2ccccc2OC)C1 (centres undefined),1,4,97,-5,0,96,-3,-2.7,6
CCCc1nc2c(c(=O)c3ccccc3n2C)c(=O)n1-c1cc(C)cc(C)c1,-2,5,86,0,/,101,4,-7.9,4
CCn1c2ccc(F)cc2c2nnc(NN)nc21,6,10,99,5,4,102,-2,0.1,7
CCOC(=O)c1nc(C)sc1-c1ccnn1S(=O)(=O)c1cccc(Cl)c1,1,0,/,0,1,/,-1,1.8,3
Cc1n[nH]c(C)c1N1C(=O)c2cccc3cc(Br)cc(c23)C1=O,1,10,108,-1,2,106,-1,1.7,5
COc1ccc(CCCc2nnc(SCc3nc4ccccc4c(=O)[nH]3)n2C)c(C)c1,1,-6,84,14,0,111,5,0.9,0
COC(=O)/C=C1/S/C(=N/N=C/c2ccco2)NC1=O,2,4,99,1,2,98,11,-4.8,0
COc1ccccc1CNC(=O)c1cccc(C)c1[N+](=O)[O-],2,8,85,/,0,90,3,0.2,8
COc1ccc(Br)cc1CN(C)C(C)C(=O)Nc1cccc(C(C)=O)c1 (centres undefined),1,3,103,-8,0,100,-1,4.1,5
CNC(=O)CSc1nnnn1CCCOC,1,3,91,-2,0,93,-2,0.4,2
CC(C)c1cccc(C(C)C)c1NC(=O)COC(=O)C1CCC1,-2,-1,93,-1,6,103,3,0.4,-4

# Structures above containing two or more sulfur atoms, in the order listed:
SMILES,Fam108B counter,Bcl-xL primary,CIT2 TOR yeast,VLA-4 inh,GRK2 inh,AGP1 TOR yeast,GLD-1 RNA inh,MEX-5 binding,MCL1-BIM inh
CCc1ccc(NC(=O)c2ccc(NC3=NC4CS(=O)(=O)CC4S3)cc2)cc1 (centres undefined),1,-7,108,4,4,98,-8,-0.7,-8
O=C(NC(=S)NC1CCSC1=O)c1cccs1 (centres undefined),2,3,103,0,0,101,5,-0.6,4
Cc1nc2ccc(NS(=O)(=O)c3c(F)cc(F)cc3Br)cc2s1,/,0,85,1,0,101,-2,/,2
O=C(COC(=O)/C=C/c1cccs1)Nc1cccc(S(=O)(=O)N2CCOCC2)c1,0,-4,97,-8,0,107,1,0.7,2
CCc1nnc(NC(=O)c2ccc(S(=O)(=O)NC3CCCCC3)cc2)s1,2,-2,105,11,0,107,1,-4.3,-4
CCOC(=O)c1nc(C)sc1-c1ccnn1S(=O)(=O)c1cccc(Cl)c1,1,0,/,0,1,/,-1,1.8,3
